# Screens (PubChem BioAssay)
# OXTR potentiator – human OXTR potentiators, primary screen, fluorescence, CHO-OTR cells, Fluo-8 calcium; Oxytocin receptor (Homo sapiens), P30559; Fluo-8 calcium fluorescence, potentiator mode; 0% = oxytocin EC15, 100% = EC100; activation, % at 3 µM; 320,000 tested, 0.061% active; AID 2445, 2010;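 active means activation above that plate's cutoff, the mean activation of tested compounds plus 3 SD, cut at about 6.6% in these data, passing the limit was not always enough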;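 further: 100% uses oxytocin at 75 nM as the full agonist control; some results filed as inactive read as strong as hits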
#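 Measured by – Fluo-8 calcium dye fluorescence · Test system – human OTR in CHO cells · Dosing – one concentration, 3.0 µM compound · Controls – EC15 oxytocin alone as 0%, 75 nM oxytocin as 100% · Evaluation – normalized max/min fluorescence ratio, % activation · Timing – 6 min pre-incubation, 100 s read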
# CHRM1 agonist – human M1 muscarinic receptor agonists, primary screen, Fluo-8 calcium fluorescence, CHO-K1 cells, HTS; Muscarinic acetylcholine receptor M1 (Homo sapiens), P11229; CHO-K1 hM1, agonist mode; 0% DMSO, 100% acetylcholine EC100; activation, % at 3 µM; 360,000 tested, 0.33% active; AID 588814, 2011;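 active means activation above the run's mean compound activation plus 3 SD, cut at about 16% in these data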;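 further: peak over basal fluorescence ratio within a 140 s kinetic read after compound addition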
# Target sequence (P11229 whole entry, looked up): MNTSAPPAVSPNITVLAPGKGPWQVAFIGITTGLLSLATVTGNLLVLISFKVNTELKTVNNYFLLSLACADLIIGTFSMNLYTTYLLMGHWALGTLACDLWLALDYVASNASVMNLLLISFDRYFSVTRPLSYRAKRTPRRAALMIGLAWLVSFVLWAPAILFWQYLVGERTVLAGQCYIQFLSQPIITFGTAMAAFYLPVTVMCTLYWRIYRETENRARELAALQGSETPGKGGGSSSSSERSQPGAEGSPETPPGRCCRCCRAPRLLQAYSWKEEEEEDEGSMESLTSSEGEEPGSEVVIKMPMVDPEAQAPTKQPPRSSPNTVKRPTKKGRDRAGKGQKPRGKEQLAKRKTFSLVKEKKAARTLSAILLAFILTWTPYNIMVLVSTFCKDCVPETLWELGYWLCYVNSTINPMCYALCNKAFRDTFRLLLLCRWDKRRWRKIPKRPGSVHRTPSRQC
# CHO-K1 Ca antag – nonselective inhibitor or artifact in parental CHO-K1 cells; AID 602250; ATP-induced calcium, Fluo-8 fluorescence; inhibition, % at 3 µM; 360,000 tested, 0.6% active;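 active means inhibition above a per-plate cutoff, the plate's mean sample inhibition plus 3 SD, cut at about 24% in these data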;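 further: 0% = DMSO plus EC80 ATP and 100% = DMSO alone without ATP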
# CHO-K1 Ca PAM – nonselective calcium activators in parental CHO-K1 cells, primary screen, counter-screen for M1 PAM project, cell-based, Fluo-8 calcium fluorescence, full deck, 1536-well; 360,000 tested, 0.02% active; AID 602247, 2012; activation, % at 3 µM; ATP EC20; 0% at ATP EC20, 100% at ATP max;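 active means activation above the run cutoff, the mean activation of all test compounds plus 3 SD, cut at about 40% in these data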;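 further: peak over basal fluorescence ratio in a 140 s read after ATP addition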
# M1 antag – human M1 muscarinic receptor antagonists, primary screen, CHO-K1 cells, Fluo-8 calcium fluorescence, 1536-well | Muscarinic acetylcholine receptor M1 (Homo sapiens), P11229 | CHO-K1 hM1, ACh EC80 antagonist | inhibition, % at 3 µM | 360,000 tested, 1.3% active;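 active means percent inhibition above its own plate's cutoff, namely the mean of that plate's compound wells plus 3 SD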;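 further: peak over basal fluorescence ratio during 140 s after agonist addition; 0% = ACh EC80 plus DMSO and 100% = DMSO alone without agonist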
# TAAR1 antag – human TAAR1 antagonists, primary screen, Fluo-8 calcium fluorescence, CHO RD-HGA16 cells; Trace amine-associated receptor 1 (Homo sapiens), Q96RJ0; antagonist; inhibition, % at 3 µM; 360,000 tested, 1.5% active;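 active means inhibition above a per-plate cutoff, the mean inhibition of test compounds on that plate plus 3 SD, cut at about 49% in these data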;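 further: 0% = DMSO plus EC80 beta-PEA response and 100% = DMSO alone without agonist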
# Target sequence (Q96RJ0 whole entry, looked up): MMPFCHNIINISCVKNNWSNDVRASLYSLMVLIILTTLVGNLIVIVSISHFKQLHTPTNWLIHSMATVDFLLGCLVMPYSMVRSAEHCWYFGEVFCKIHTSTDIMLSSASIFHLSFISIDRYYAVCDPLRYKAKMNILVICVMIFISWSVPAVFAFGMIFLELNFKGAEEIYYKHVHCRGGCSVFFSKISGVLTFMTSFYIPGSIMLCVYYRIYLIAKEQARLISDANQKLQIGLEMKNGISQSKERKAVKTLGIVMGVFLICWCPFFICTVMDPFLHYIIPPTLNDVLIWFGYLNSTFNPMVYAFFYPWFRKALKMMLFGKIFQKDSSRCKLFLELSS
#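 Material: RD-HGA16 CHO cells with stable hTAAR1 and Gα16; Dosing: single nominal final test compound concentration of 3 µM; Schedule: seeding 17-24 h prior, 75-min 37 °C, 30-min RT dye loading; Detection: kinetic Fluo-8 calcium fluorescence measurement; Measure: % inhibition from peak post-agonist over basal fluorescence ratio; Benchmarks: vehicle and agonist controls.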
# CHO-K1 Ca ag – counter-screen for M1 agonists: effect in parental CHO-K1 cells | AID 602248, 2012 | Fluo-8 calcium fluorescence; scaled to maximal ATP response, vehicle zero | activation, % at 3 µM | 360,000 tested, 0.48% active; in the data active means activation above about 15%;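 further: untransfected CHO-K1 host cells lacking M1 receptor as counterscreen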
# CHO parental Ca – ATP-evoked calcium signal inhibitors, parental CHO, primary screen, counter-screen for OX1R antagonist project, cell-based, fluorescence, Fluo-8 calcium dye | parental CHO-K1, ATP-induced calcium, Fluo-8 fluorescence | inhibition, % at 5.6 µM | 330,000 tested, 0.63% active;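 active means inhibition above that plate's mean sample inhibition plus 3 SD, cut at about 26% in these data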;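 further: 0% = ATP-challenged DMSO wells and 100% = DMSO wells without ATP; some compounds past the cut are filed as inactive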
#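 Material: parental CHO cells / Compound: single nominal dose of 5.6 µM per compound / Signal: Fluo-8 fluorescence / Replicates: singlicate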
# TAAR1 agonist – human TAAR1 agonists, primary screen, Fluo-8 calcium fluorescence, CHO RD-HGA16 cells | Trace amine-associated receptor 1 (Homo sapiens), Q96RJ0 | vehicle wells 0%, saturating PEA agonist 100% | activation, % at 3 µM | 360,000 tested, 0.99% active | AID 624467, 2012;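 active means activation above the mean activation of all test compounds in the run plus 3 SD, cut at about 38% in these data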
#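 System: CHO-derived RD-HGA16 cells with stable Gα16 and human TAAR1 / Times: 17-24 h plating, Fluo-8 75 min 37 °C, 30 min RT / Technique: calcium-sensitive Fluo-8 signal, excitation 470-495, emission 515-575 nm / Measure: % activation relative to PEA EC100 response / Benchmarks: DMSO and PEA EC100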
# * marks the source's active call; other numbers are inactive results; . = not tested or not shown.
# Every second line gives: OXTR potentiator	CHRM1 agonist	CHO-K1 Ca antag	CHO-K1 Ca PAM	M1 antag	TAAR1 antag	CHO-K1 Ca ag	CHO parental Ca	TAAR1 agonist
> CCN1/C(=C2\OC(=S)N(C)C2=O)C=Cc2ccccc21
→ -6	-4	2	-4	-5	11	-0.3	-19	6
> COc1ccc(Cc2nc(C)cc(Cl)n2)cc1[N+](=O)[O-]
→ -2	-2	6	11	-25	-11	0.0	-5	0
> O=C(CCCOc1ccccc1)Nc1ccc2c(c1)OCCO2
→ -21	-1	-10	20	-9	7	1.1	3	0
> Cc1nc(C)c(C(=O)C2=C(O)C(=O)N(CCN3CCOCC3)C2c2cccnc2)s1 (stereo not given)
→ -7	5	-11	18	-8	16	0.4	8	10
> CN(C)CCN[C@H]1CCC2C3CC=C4C[C@@H](O)CC[C@]4(C)C3CC[C@@]21C (stereo not given in full)
→ -8	-7	0	16	7	-15	1.3	-3	2
> COc1ccc(NC(=O)C2CC2)cc1NS(=O)(=O)c1ccc(F)cc1
→ -14	-2	-13	9	-6	3	0.5	-9	0
> CC(C)NC(=O)COc1coc(CN2CCN(Cc3ccccc3)CC2)cc1=O
→ 2	-4	-5	10	-12	0	0.6	-3	1
> CN(C)c1ccc(C=c2c3ccccc3n3c2c2ccccc2[n+]3C)cc1
→ .	-8	6	-16	30	28	-0.8	.	9
> Cc1cc(=O)oc(C)c1C(=O)Nc1cccc2ccccc12
→ -11	-2	0	12	-27	1	0.3	-1	12
> COCCNC(=O)c1c(N)n(/N=C/c2ccc(F)cc2)c2nc3ccccc3nc12
→ -2	-2	-3	7	11	-4	0.3	-2	2
> O=C(NCc1ccc(F)cc1)c1cc(C2CCCN(C(=O)c3ccc4c(c3)CCO4)C2)on1 (stereo not given)
→ .	2	-7	18	-11	-12	2.9	.	0
> C[C@H](CO)N1C[C@H](C)[C@@H](CN(C)S(=O)(=O)c2ccc3ccccc3c2)OCc2cn(nn2)CCCC1=O
→ .	-10	-2	12	-14	-15	-0.1	.	-1
> CC1=Nn2c(nnc2-c2ccc(F)cc2)SC1
→ -14	-3	13	-4	-5	14	0.5	-4	0
> COc1ccc(NC(=O)CN(C)C2=NS(=O)(=O)c3ccccc32)cc1Cl
→ -2	-2	-15	21	-23	-4	0.4	-7	2
> O=C(N/C=C/c1ccco1)Nc1cccc(Cl)c1
→ -9	-1	8	-13	-16	5	0.9	-3	11
> Oc1ccc(N=Cc2ccc(O)c(O)c2)cc1
→ -2	-3	8	2	4	.	0.1	0	.
> Cc1ccccc1-c1nc(CS(=O)CC(=O)NCCCN(C)c2ccccc2)c(C)o1 (stereo not given)
→ -8	-5	-5	12	-6	-3	0.7	-29	3
> S=C1CCC(c2ccc(Cl)cc2)=NN1c1ccccc1
→ -1	-5	-8	6	-3	1	1.7	-21	-1
> Cc1onc(-c2ccccc2)c1C(=O)N/N=C/c1ccc([N+](=O)[O-])s1
→ -12	-8	-2	20	0	-19	4.3	-17	16
> COc1ccccc1C(=O)NC(CCSC)C(=O)OC(C)C(=O)NC1CC1 (stereo not given)
→ -5	-3	-3	5	-3	-6	0.9	-17	0

# Next records.
# Every second line gives: OXTR potentiator	CHRM1 agonist	CHO-K1 Ca antag	CHO-K1 Ca PAM	M1 antag	TAAR1 antag	CHO-K1 Ca ag	CHO parental Ca	TAAR1 agonist
> CCCNC(=O)C1(C)CCN1C(=O)C1(c2ccccc2)CC1 (stereo not given)
→ .	-3	-9	9	-12	12	1.1	.	0
> O=C(Nc1nnc(Cc2ccccc2)s1)Nc1ccccc1F
→ -13	-1	-5	-6	16	-32	-0.2	-1	1
> Cn1c(SCC(=O)Nc2ccccc2F)nnc1-c1cccnc1
→ -1	-4	-2	15	-8	-9	0.3	1	2
> O=S(=O)(c1ccccc1)c1nc(-c2ccco2)oc1NCCCN1CCOCC1
→ -4	-4	-28	30	-14	-25	1.2	-12	1
> CC(=O)Nc1ccc(NC(=O)CN(C)CC(=O)Nc2ccccc2Br)cc1
→ -7	-4	11	-19	38*	-18	4.7	-12	1
> Cn1c(SCC(=O)c2ccc3c(c2)OCO3)nnc1-c1ccccn1
→ 1	-4	-7	15	-5	-15	0.5	3	11
> COC(=O)[C@]12C(=O)NC[C@H](CN1c1ccc(Cl)c(C)c1)N2C
→ -3	-5	-4	1	-8	10	-0.5	-15	3
> COc1ccc(-n2c(-c3ccc(Br)cc3)c[n+]3c2SC(C)C3)cc1 (stereo not given)
→ -11	-8	-6	4	18	-15	0.5	-13	2
> Cc1cc(C)cc(C(=O)NN2CCOCC2)c1
→ 3	-1	-2	13	4	-2	-0.2	-6	-1
> CCN(c1cccc(C)c1)S(=O)(=O)c1ccc(-c2coc(C)n2)cc1
→ -20	-2	-5	-11	-12	-4	1.1	-11	8
> CCOC(=O)C1(CC)NC(c2ccco2)C2C(=O)N(C)C(=O)C21 (stereo not given)
→ -7	-2	-5	6	-22	-4	0.4	2	5
> Cc1ccc(NC(=O)CSc2nnc(-c3ccco3)n2N)cc1F
→ -6	-3	-13	20	-12	-33	2.0	-22	41*
> CC(=O)Nc1ccc(NC(=O)CSc2nnc(-c3ccccc3)n2Cc2ccc3c(c2)OCO3)cc1
→ 0	-1	-20	10	-32	1	0.6	-17	10
> Cc1ccc(NC(=O)N2CCCCCC2)c(C)c1
→ .	-4	-11	9	-2	-13	0.9	.	1
> O=C(CCS(=O)(=O)c1ccccc1)NC12CC3CC(CC(C3)C1)C2
→ -9	-3	2	7	-5	-2	0.7	-13	12
> CC1COc2ccccc2N1C(=O)c1ccccc1Cl (stereo not given)
→ -3	-4	-5	8	-13	10	-0.2	-13	2
> COc1ccc(CC(=O)Oc2ccccc2Cl)cc1S(=O)(=O)N1CCOCC1
→ -1	0	5	-9	-8	-2	1.1	-8	4
> CC(C)C[C@H]1CN(CCCC[C@@H]2CNC(=O)C(=O)N2CC2CCCCC2)C(=O)C(=O)N1CCC1CCCCC1
→ .	.	-17	18	.	-23	0.7	.	0
> CC(C(=O)Nc1sc2c(c1C(=O)NCC1CCCO1)CCC2)N1C(=O)c2ccccc2C1=O (stereo not given)
→ -7	-7	-7	23	-9	-4	-0.1	-13	1
> CN(Cc1ccccc1)C(=O)COc1cc(Cl)ccc1Cl
→ 5	-7	-6	9	11	.	4.3	-13	.

# (continued)
# Every second line gives: OXTR potentiator	CHRM1 agonist	CHO-K1 Ca antag	CHO-K1 Ca PAM	M1 antag	TAAR1 antag	CHO-K1 Ca ag	CHO parental Ca	TAAR1 agonist
> COCCN(C(=O)CCC(=O)Nc1cc(C)on1)C(C(=O)NC1CCCC1)c1ccccc1F (stereo not given)
→ -2	0	-3	-3	-10	-3	-0.2	-11	-2
> O=C1C2C3C=CC(CC3)C2S(=O)(=O)C2C3C=CC(CC3)C12 (stereo not given)
→ .	-4	-10	24	-18	-17	1.0	.	3
> Cc1c(Nc2ccc3nonc3c2[N+](=O)[O-])c(=O)n(-c2ccccc2)n1C
→ -6	-14	-8	11	-4	6	-0.1	-18	3
> Cc1c(C(=O)N/N=C/c2ccccc2)[nH]c2c([N+](=O)[O-])cccc12
→ -4	-3	-4	6	-5	-22	0.0	-6	1
> CCn1c(SC2CCOC2=O)nnc1-c1ccc(Cl)cc1 (stereo not given)
→ -15	-9	-7	13	-2	0	0.0	-1	5
> N#CCCN1CCN(S(=O)(=O)c2ccc(S(=O)(=O)NCc3ccccc3)cc2)CC1
→ -1	-3	-7	8	-6	17	0.1	-5	1
> O=S(=O)(NC1CCCCC1)c1ccc(-c2csnn2)s1
→ -18	-1	4	11	-3	4	2.7	0	18
> COC(=O)[C@H](Cc1ccccc1)N(Cc1ccccc1)S(=O)(=O)N(Cc1ccccc1)[C@@H](Cc1ccccc1)C(=O)OC
→ -1	-1	-15	6	-2	6	0.2	4	6
> COc1ccc2cc(C(=O)N3CCC(Cc4ccccc4)CC3)[nH]c2c1
→ 0	-4	-12	17	-12	-23	0.4	-17	1
> CCOC(=O)C1CCCN(CCC(C)c2ccccc2)C1 (stereo not given)
→ -3	-15	-15	-5	11	1	0.0	-12	4
> CCCN(CCC)C(C)C(=O)NCC1(c2ccccc2)CCCC1 (stereo not given)
→ -3	-16	-24	15	15	-23	0.3	-26	5
> COc1ccc(NC(=O)Nc2cccc3ccccc23)cc1OC
→ -1	-1	18	-15	29	13	0.5	-2	3
> NC(=O)Cn1nc([N+](=O)[O-])nc1Oc1ccccc1C(=O)N1CCOCC1
→ -13	-3	-8	2	0	-2	2.3	-3	0
> Cc1ccccc1N(CC(=O)NCC1CCCO1)C(=O)CCC(=O)Nc1nccs1 (stereo not given)
→ 1	-4	-5	12	-14	-5	0.1	-6	2
> CN(C(=O)CN1C(=O)NC2(CCc3ccccc32)C1=O)C1CCCCC1 (stereo not given)
→ -4	-1	-2	21	-12	0	1.6	-23	3
> CN(Cc1ccc(F)cc1)C(=O)c1sccc1-c1ccccc1
→ .	-6	0	6	3	-7	4.6	.	3
> O=C(Nc1ccccc1C(=O)NCc1ccco1)Nc1cccc2ccccc12
→ -8	-6	-11	5	7	44	3.6	3	20
> CCOC(=O)N1CCc2c(sc3c2c(=O)n(Cc2ccccc2)c(=O)n3CC(=O)NCC2CCCO2)C1 (stereo not given)
→ 1	-5	-9	11	-22	-13	0.7	-24	-2
> COc1cccc(C(=O)NCc2cccnc2)c1
→ -2	-2	-7	19	-7	4	0.8	0	1
> COc1ccccc1-c1nnc(SCC(=O)NC2CCS(=O)(=O)C2)n1N (stereo not given)
→ -17	-4	-8	-3	2	-11	0.1	-3	3
> COC(=O)c1cc(NC(=O)c2cc(-c3ccc(OC)cc3)oc2C(F)(F)F)ccc1N1CCOCC1
→ -8	-5	-5	17	-16	-4	5.2	-21	1
> CCn1c2ccccc2c2cc(NC(=O)C/C(C)=N/NC(=O)c3ccccc3N)ccc21
→ -8	-6	-18	7	14	36	4.4	-9	20
> COC(=O)c1cccc(CN2C(=O)C(C)Sc3ccc(C)cc32)c1 (stereo not given)
→ .	-5	1	-2	15	41	0.5	.	3
